Compound activity as filed in PubChem BioAssay.
Tn6 DDE FP: DD(E)-Tn6 binding inhibition, primary FP screen. P02675. Fibrin DD(E) TRITC-Tn6 fluorescence polarization displacement. inhibition, % at 8.3 µM. actives 0.21% (n = 370,000). AID 720509;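 active means inhibition above a per-campaign cutoff: mean of compounds within control limits plus 3 SD, cut at about 15% in these data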;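 further: 0% = median of all compound wells on the plate and 100% = blocking peptide control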
KLK7 zymogen act: proKLK7 (human) activation, primary screen | P49862 | purified proKLK7, EDANS-DABCYL substrate fluorescence; 100% is mature enzyme control, 0% vehicle | activation, % at 7 µM | actives 0.9% (n = 370,000) | AID 652039;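 active means activation above the mean of all tested compounds plus 3 SD, computed per campaign excluding outliers beyond control limits, cut at about 13% in these data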
Tn7 DDE FP: disrupts Tn7 cyclic peptide binding to fibrin D-Dimer-E complex | FP displacement of FITC-Tn7 peptide from fibrin DD(E); 0% = median of compound wells per plate | inhibition, % at 8.3 µM | actives 0.13% (n = 370,000) | P02675;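 active means inhibition above the mean of compounds falling within the control limits plus 3 SD of them, cut at about 14% in these data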;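 further: 0% = plate median of compound wells and 100% = 10 µM Aha-Tn7 peptide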
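Also added: labelled Tn7 tracer, 0.1 µM; Assay system: human fibrin DD(E) protein; Amount: 2 µM fibrin DD(E); Schedule: 10 min compound pre-incubation, 3 h probe incubation at room temperature; Repeats: one replicate per compound; Read-out basis: percent inhibition; Measured by: fluorescence polarization of the labelled Tn7 tracer.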
ADAM17 inh: inhibitors of human ADAM17 | inhibition, % at 6.95 µM | AID 720648 | actives 0.83% (n = 370,000) | recombinant ADAM17, EDANS/DABCYL FRET peptide cleavage;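 active means inhibition above the mean of compounds lying between control limits plus 3 SD, set per campaign, cut at about 8.5% in these data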;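 further: 0% = DMSO-only wells as the low control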
TDP2 inh: TDP2 (human) inhibition, absorbance primary screen | O95551 | recombinant TDP2, T5PNP hydrolysis, p-nitrophenol absorbance 415 nm | inhibition, % at 12.8 µM | actives 0.34% (n = 370,000) | AID 720702;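 active means inhibition above the mean of all tested compounds plus 3 SD, set per campaign, cut at about 25% in these data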;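 further: 0% = DMSO with enzyme and 100% = buffer with substrate but no TDP2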
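test system = human TDP2 enzyme | input = TDP2 enzyme at 120 nM final | medium = 50 mM Tris-HCl pH 7.5 with Mg2+, KCl, DTT, BSA | also added = T5PNP substrate, 5 mM | times = 2 h at 37 °C | technique = epi absorbance | benchmarks = high control without enzyme, low control DMSO plus TDP2 | replication = each compound tested once, singlicate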
LEDGF integ inh: blocks HIV-1 LEDGF/p75-dependent DNA integration; TR-FRET IN-LEDGF/p75 DNA integration, Eu/Cy5; inhibition, % at 3.7 µM; actives 0.64% (n = 370,000);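 active means inhibition above the screen-wide mean plus 3 SD, cut at about 13% in these data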;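 further: signal is the Cy5 over europium emission ratio at 671 and 618 nm; 0% = plate median of compound wells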
ASAP1 inh: inhibitors of human ASAP1 ArfGAP activity | Q9ULH1 | ASAP1-stimulated ARF1 GTP hydrolysis, GDP FP detection | inhibition, % at 16.5 µM | actives 0.19% (n = 360,000) | AID 624377; in the data active means inhibition above about 25%;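 further: 0% = vehicle with enzyme and substrate and 100% = no enzyme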
ADAM10 inh: inhibits human ADAM10. recombinant ADAM10, EDANS/DABCYL FRET peptide cleavage, 3 h. AID 720582. inhibition, % at 7 µM. actives 0.62% (n = 370,000). O14672;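 active means inhibition above a per-campaign cutoff equal to the mean of compounds falling between control-based bounds plus 3 SD, cut at about 20% in these data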;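 further: 0% = DMSO wells while the 100% control is not disclosed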
PLCg1 inh: PLC-gamma1 (human) inhibition, primary screen. P19174. purified PLC-gamma1, fluorogenic substrate, fluorescence. inhibition, % at 12.2 µM. actives 0.84% (n = 370,000). AID 720700; in the data active means inhibition above about 9.5%
Target sequence (P19174 whole entry, looked up): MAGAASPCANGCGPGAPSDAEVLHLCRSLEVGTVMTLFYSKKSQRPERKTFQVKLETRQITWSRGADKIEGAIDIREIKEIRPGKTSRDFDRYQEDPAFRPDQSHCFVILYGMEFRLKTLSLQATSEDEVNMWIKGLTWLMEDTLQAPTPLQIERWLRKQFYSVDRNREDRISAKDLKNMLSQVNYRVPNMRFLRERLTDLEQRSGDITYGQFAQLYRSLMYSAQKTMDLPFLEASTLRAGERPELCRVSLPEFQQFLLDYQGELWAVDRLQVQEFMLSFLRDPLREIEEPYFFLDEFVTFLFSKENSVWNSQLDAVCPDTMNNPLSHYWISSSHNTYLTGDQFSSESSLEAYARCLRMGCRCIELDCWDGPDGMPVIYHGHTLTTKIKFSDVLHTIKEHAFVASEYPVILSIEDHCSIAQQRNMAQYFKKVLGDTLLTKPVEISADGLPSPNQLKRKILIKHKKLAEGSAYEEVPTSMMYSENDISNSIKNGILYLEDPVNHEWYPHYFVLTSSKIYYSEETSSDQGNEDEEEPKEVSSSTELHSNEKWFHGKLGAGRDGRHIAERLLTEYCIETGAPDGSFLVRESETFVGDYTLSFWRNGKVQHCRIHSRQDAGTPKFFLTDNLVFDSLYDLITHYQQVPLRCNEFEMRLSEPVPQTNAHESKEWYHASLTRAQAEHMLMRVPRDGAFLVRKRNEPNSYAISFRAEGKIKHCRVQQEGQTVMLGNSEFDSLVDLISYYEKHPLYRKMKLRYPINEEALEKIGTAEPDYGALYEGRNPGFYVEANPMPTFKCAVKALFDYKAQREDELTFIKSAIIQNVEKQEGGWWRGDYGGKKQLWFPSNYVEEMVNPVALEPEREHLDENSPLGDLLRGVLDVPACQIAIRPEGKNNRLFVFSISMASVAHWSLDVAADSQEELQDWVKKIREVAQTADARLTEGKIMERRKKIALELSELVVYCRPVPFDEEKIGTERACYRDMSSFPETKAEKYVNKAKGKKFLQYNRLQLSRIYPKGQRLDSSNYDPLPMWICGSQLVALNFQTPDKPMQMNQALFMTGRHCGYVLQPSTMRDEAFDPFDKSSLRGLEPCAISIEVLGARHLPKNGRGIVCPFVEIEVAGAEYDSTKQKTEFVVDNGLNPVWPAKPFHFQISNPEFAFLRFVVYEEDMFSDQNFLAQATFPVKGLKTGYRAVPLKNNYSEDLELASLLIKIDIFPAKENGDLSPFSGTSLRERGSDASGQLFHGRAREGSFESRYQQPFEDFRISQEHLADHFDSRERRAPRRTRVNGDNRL
ARFGAP1 inh: inhibitors of rat ARFGAP1. Q62848. Arfgap1-stimulated ARF1 GTP hydrolysis, GDP FP detection. inhibition, % at 16.5 µM. actives 0.26% (n = 360,000). AID 651572;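 active means inhibition above a per-plate limit, mean inhibition of low control wells plus 3 SD, cut at about 25% in these data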;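 further: 0% = DMSO wells with enzyme and 100% = wells lacking Arfgap1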
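Assay system: purified rat His6-Arfgap1 residues 1-136 (GAP domain); Reagent: human Δ17 ARF1 bound to GTP; Dosing: 16.5 µM single point, 1.26% DMSO; Times: GTP hydrolysis reaction 2 h at 25 °C; Signal: FP, GDP Alexa 633 tracer displaced from anti-GDP antibody, 620/688 nm; Measure: % inhibition from polarization.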
Starred values were filed as active, the others as inactive; i = inactive; . = no result given.

SMILES	Tn6 DDE FP	KLK7 zymogen act	Tn7 DDE FP	ADAM17 inh	TDP2 inh	LEDGF integ inh	ASAP1 inh	ADAM10 inh	PLCg1 inh	ARFGAP1 inh
Nc1ccc(S(=O)(=O)NC2(C(F)(F)F)NC(=O)N(c3ccccc3Cl)C2=O)cc1 (configuration not stated)	10	-0.6	-4	4	-1	-1	-3	0	7	-8
Cn1c(SCC2CCC2)nnc1-c1ccco1	2	-0.2	0	1	6	1	.	-1	1	.
CCOC(=O)C(NC(=O)c1ccccc1OCC)(Nc1ncccn1)C(F)(F)F (configuration not stated)	5	0.6	-2	0	2	-3	4	6	0	-7
O=Nc1c(O)[nH]c2c(F)cccc12	3	-0.6	3	-2	1	-3	-17	2	-2	-8
O=C(CNC(=O)c1ccc(OC(F)F)cc1)NCc1ccccn1	-1	-0.1	2	0	0	-3	-3	-9	3	-7
O=C(O)CC(CC(=O)Nc1ccc(N2CCOCC2)cc1)c1ccccc1 (configuration not stated)	2	0.2	3	-2	5	-4	-3	-10	1	-2
COc1ccc(Cl)cc1NC(=O)CC(=O)Nc1cc(Cl)ccc1OC	-7	0.1	2	2	-1	0	-2	3	-3	0
O=C(Nc1ccccc1C(=O)NCc1ccc(Cl)cc1)c1ccco1	3	0.4	3	-1	-4	6	14	-2	-6	-1
CC(C)(C)C1=C(C#N)C(c2ccc3c(c2)OCO3)C(C#N)=C(N)O1 (configuration not stated)	-3	-0.6	-1	-8	-7	-1	6	-16	-11	-1
Cc1ccc(C)c(OCc2ccc(C(=O)NN)o2)c1	-7	0.5	0	-13	-4	1	17	10	2	-8
Cc1ccc(Oc2ccc(S(=O)(=O)N3CCOCC3)cc2C(N)=O)cc1C	4	0.2	1	-5	10	4	-8	2	1	1
Cn1cc(Br)c(C(=O)NNC(=O)Nc2ccccc2C(F)(F)F)n1	0	0.6	1	-1	7	-3	1	-5	2	-13
CCOC(=O)Cc1[nH]nc2c1C(c1cccc(OC)c1OC)C(C#N)=C(N)O2 (configuration not stated)	0	0.2	-2	-7	0	0	1	-8	-4	-2
CCOC(=O)C(CC)n1cnc2sc3c(c2c1=O)CCC3 (configuration not stated)	-6	0.5	-1	-3	9	4	-6	-13	-3	-1
COc1cccc(CNC(=O)CSCC(=O)Nc2ccc(C)cc2)c1	13	-0.2	-9	-2	-3	-3	9	-6	-2	2
O=C(CCCN1C(=O)/C(=C/c2ccc(F)cc2)SC1=S)NCCCn1ccnc1	-9	0.5	3	-2	4	2	26*	1	-8	-3
O=C(Nc1ccc(Cl)cc1)c1ccc2c(c1)S(=O)(=O)c1ccccc1C2=O	2	-0.4	2	-2	10	1	2	2	0	7
CC(=O)c1ccc(S(=O)(=O)N2CCN(CCOc3ccccc3)CC2)cc1	5	0.2	7	0	10	0	-7	-1	0	-18
Cc1ccc(NC(=O)c2cc3c(s2)CCC3)cc1S(=O)(=O)N1CCOCC1	-4	1.3	5	-3	0	-1	2	-5	-3	18
COc1ccc(OC)c(NC(=O)CSc2nnc(Cn3c(=O)sc4ccccc43)n2C)c1	5	0.0	-2	-1	-18	-1	3	-13	1	-5
O=C(Nc1ccccc1C(=O)NC(Cc1c[nH]c2ccccc12)C(=O)O)c1ccccc1 (configuration not stated)	-3	0.0	-4	-4	-3	1	-7	1	-2	6
O=C(c1cccs1)N1CCN(c2ccc(F)cc2)CC1	5	-0.9	-9	-4	7	-2	-2	3	-2	6
CCOC(=O)Cc1csc(NC(=O)CCCc2ccccc2)n1	2	-0.5	-1	2	-12	2	-3	8	0	6
CC1Cc2ccccc2N1C(=O)Cn1cc([N+](=O)[O-])cn1 (configuration not stated)	5	0.4	7	2	-3	3	-5	9	4	9
Cn1c(C2CC(=O)N(Cc3ccccc3)C2)nc2ccccc21 (configuration not stated)	5	0.2	1	-2	-11	2	-1	5	3	1
COc1cc([N+](=O)[O-])ccc1NC(=O)NNC(=O)CCc1ccccc1	-5	1.0	-1	3	-6	3	1	18	2	-7
Cc1ccc(SCc2[nH]nc3c2C2(C(=O)N(C)c4ccccc42)C(C#N)=C(N)O3)cc1 (configuration not stated)	-7	0.4	-6	3	-9	2	19	3	2	13
COc1ccc(N2CCN(Cc3cc(=O)oc4cc(C)c(Cl)cc34)CC2)cc1	4	0.1	0	-2	14	2	-1	3	-1	-7
Cc1ccc2c(CN3CCOCC3)cc(=O)oc2c1C	7	0.4	6	-2	11	-3	2	-1	-2	3
O=C(NCCCc1ccccc1)C(=O)c1c[nH]c2ccccc12	-3	0.0	2	5	-8	2	5	9	1	5
CCOC(=O)c1oc2nc(C(C)C)c3c(c2c1N)CC(C)(C)OC3	4	7.3	4	-243	7	-1	-11	i	i	13
CC(=O)Nc1ccc(S(=O)(=O)Nc2cccc(-c3cn4cccnc4n3)c2)cc1	1	43*	10	-286	13	1	5	i	-238	6
CC(NC(=O)C1CCN(C(=O)Nc2ccccc2)CC1)c1ccccc1 (configuration not stated)	1	0.0	8	-6	11	-1	10	-10	3	3
Clc1cc2c(cc1/C=N/Nc1nc(N3CCOCC3)nc(N3CCOCC3)n1)OCO2	-6	-0.1	2	-6	2	-3	-9	-7	0	-5
O=C(CCOc1ccccc1)Nc1ccnn1C1CCN(Cc2ccc(CO)o2)CC1	3	-0.1	6	-3	0	-1	6	-1	1	3
Cn1c2ccccc2c2nnc(SCCN3CCOCC3)nc21	-3	0.0	-5	3	-8	3	9	9	-2	11
Cc1ccc(C(=O)Nc2cccnc2Cl)cc1Cl	2	-0.2	2	-4	8	0	0	3	0	3
Cc1cccc(NC(=O)c2cccc(C(F)(F)F)c2)c1	-2	0.3	-5	2	-8	-5	12	-6	2	1
CC(C)c1ccc(S(=O)(=O)N2CCN(C(=O)CN3C(=O)NC(C)(c4ccccc4)C3=O)CC2)cc1 (configuration not stated)	1	0.7	5	2	-7	4	-3	1	2	-13
CC1(C2CC2)NC(=O)N(CC(=O)Nc2ccc(SC(F)F)cc2)C1=O (configuration not stated)	3	0.2	8	-5	10	-2	-14	3	2	-2

Printed as active in ASAP1 inh, of those listed so far:
SMILES	Tn6 DDE FP	KLK7 zymogen act	Tn7 DDE FP	ADAM17 inh	TDP2 inh	LEDGF integ inh	ASAP1 inh	ADAM10 inh	PLCg1 inh	ARFGAP1 inh
O=C(CCCN1C(=O)/C(=C/c2ccc(F)cc2)SC1=S)NCCCn1ccnc1	-9	0.5	3	-2	4	2	26*	1	-8	-3

Further records follow.
SMILES	Tn6 DDE FP	KLK7 zymogen act	Tn7 DDE FP	ADAM17 inh	TDP2 inh	LEDGF integ inh	ASAP1 inh	ADAM10 inh	PLCg1 inh	ARFGAP1 inh
Cc1ccc(S(=O)(=O)N2CCCCC2)cc1NC(=O)CCNC(=O)c1ccc([N+](=O)[O-])cc1	-6	-0.1	6	-7	-11	-4	-12	2	2	-18
COc1ccccc1N1CCN(S(=O)(=O)c2ccc(F)cc2)CC1	4	-0.2	7	0	-8	0	-8	12	4	3
CC(=O)Nc1ccc(C(=O)NN2C(=O)NC3(CCCCC3)C2=O)cc1	-4	-0.6	1	-4	5	-3	-15	-7	1	9
CCOC(=O)C1(Cc2cccc(OC)c2)CCCN(Cc2ccc(NC(C)=O)cc2)C1 (configuration not stated)	0	-0.9	-3	0	-9	0	1	-2	1	-5
Cn1c(-c2cccc([N+](=O)[O-])c2)cnc1NCc1ccc(C#N)cc1	0	0.1	3	1	1	-6	-6	-7	2	0
CCN(CC)CCSc1nc2ccc(OC)cc2[nH]1	3	0.0	0	-4	-7	-2	13	-7	1	-4
CC(C)C(NS(=O)(=O)c1ccc2c(c1)Cc1cc(S(=O)(=O)NC(C(=O)O)C(C)C)ccc1-2)C(=O)O (configuration not stated)	-2	-0.1	2	-4	4	6	3	7	1	-1
COc1cc(S(=O)(=O)NC2CCSc3ccccc32)ccc1NC(C)=O (configuration not stated)	-3	0.2	1	0	-10	-5	-10	3	-2	9
Fc1ccc(NC(=S)N2CCc3[nH]c4ccccc4c3C2)cc1	9	2.1	4	0	-2	1	7	4	-13	11
O=C(N/N=C/c1ccccc1)c1sccc1OCc1ccc(F)cc1	-1	-0.2	2	0	-3	-2	13	8	-3	-12
CN(c1ccc(Cl)cc1)S(=O)(=O)c1nnc(NC(=O)C(C)(C)C)s1	-2	-0.1	0	5	-6	-4	-8	3	1	2
CC1CCC(NS(=O)(=O)c2ccc(Cl)s2)CC1 (configuration not stated)	-1	0.7	2	1	-2	-3	-2	-11	-2	2
CCCC(C(=O)NC(C)(C)C)N(C(=O)c1snc(C(N)=O)c1N)c1ccc2c(c1)OCCO2 (configuration not stated)	0	2.6	3	-10	-1	2	1	-29	-8	-4
O=C(N/N=C/c1cccs1)c1c[nH]c2ccccc12	-1	0.3	3	-1	13	2	13	11	-2	4
Brc1c(OCCOCCn2cncn2)ccc2ccccc12	0	-0.5	2	-6	-1	2	2	-1	-1	8
Cc1ccc(SCC(=O)NC(=O)NCc2ccco2)c(C)c1	-2	-0.5	-2	-1	11	-1	3	3	0	-10
Cc1ccc(Oc2ccc(OCC(=O)Nc3ccncc3)cc2)cc1	5	1.1	1	8	-10	-1	-17	10	-2	0
O=c1[nH]c(CSc2nnnn2-c2ccc(Cl)cc2)nc2ccccc12	-4	-0.2	-4	-2	-9	0	-1	-2	-9	-4
CC(=O)Cc1nsc(NC(=O)c2ccc(-c3cccc(Cl)c3)o2)n1	-3	-0.8	-4	-9	15	2	-6	-36	-30	2
COc1cc(CCCN2CCNC[C@H]2Cc2cccc3ccccc23)cc(OC)c1OC	1	-0.3	4	-3	9	44*	1	-3	-1	-4
COC(=O)c1ccccc1NC(=O)CN(Cc1ccc(Cl)cc1)S(C)(=O)=O	1	-0.4	1	-1	-3	1	-10	-3	3	19
COc1ccc(-c2ccc3c(n2)CCCN3S(=O)(=O)c2ccccc2)cc1	7	0.6	-5	-3	-1	-4	-6	-13	-7	-6
O=C(Nc1ccccc1Cl)NC1(C(=O)N2CCCC2)CCCCC1	1	0.3	10	-4	-6	0	0	-2	2	-8
